SDO1 yeast rescue – restores growth of sdo1-depleted yeast; S. cerevisiae sdo1-depleted JHY4D growth rescue, OD600 30 h; stronger effect = higher value; pdr5 snq2 efflux-pump mutant strain; z-score at 10 µM; 0.21% of 140,000 active; AID 817;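 active = z-score above 3 at both the 24 hr and the 30 hr optical density reads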;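 note: z-score against mean and SD of all compound wells on the same plate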
Insulin prom inh – TRM-6 insulin promoter activity inhibition | 0.9% of 130,000 active | inhibition, % at 2 µM | TRM-6 cells (human fetal islet line), insulin promoter-eGFP reporter, imaging; reporter expression induced with tamoxifen | AID 1273;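 active = inhibition above the mean plus 3 SD, with well images judged a real hit on visual review, cut at about 60% in these data, passing the limit was not always enough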
SDO1 yeast rescue Rescue 24 h – also measured in SDO1 yeast rescue; calls as there; z-score; S. cerevisiae sdo1-depleted JHY4D growth rescue, OD600; measured here: growth rescue at 24 h;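 0 is the plate mean of compound wells and units are plate SD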
The depositor's hits bear a star; . = no result given.

SMILES	SDO1 yeast rescue	SDO1 yeast rescue Rescue 24 h	Insulin prom inh
CC(C)NC(=O)NC(=O)CSc1nnc(COc2ccccc2Cl)o1	-0.29	-1.1	-29
CCc1cccc(C)c1NC(=O)c1ccc(CN2CCc3ccccc3C2)cc1	0.39	0.94	41
O=C(NCc1cccnc1)c1ccccn1	-0.44	-0.84	-74
Cc1ccc2nc(C3CCCN(C(=S)Nc4cccc(C)c4C)C3)[nH]c2c1 (stereo not drawn)	-0.66	-1.3	-20
O=C(C1CCCN(S(=O)(=O)c2ccc(Cl)cc2)C1)N(Cc1cccs1)C1CC1 (stereo not drawn)	-2.6	-2.1	-44
CC(C)(C)NC(=O)CSC(=Nc1ccccc1F)NC#N	1.1	1.4	-34
CC(C)C(=O)Nc1nc2cc3c(cc2s1)OCO3	-0.01	-0.8	.
CN(C(=O)c1ccc(Cl)cc1)C1=CCCCC1CCC#N (stereo not drawn)	0.63	0.87	.
COc1ccc(OC)c(NC(=S)NCCC(c2ccccc2)c2ccccc2)c1	.	.	30
COCCCNC(=O)C1CCC(=O)N1Cc1ccccc1Cl (stereo not drawn)	1	1.1	.
CN(C)c1nnnn1-c1ccccc1Oc1ncc(C(F)(F)F)cc1Cl	.	.	-100
O=C(CSc1nnc(Cc2ccccc2)n1-c1cccc(Cl)c1)NNC(=O)Cc1ccccc1	0.22	-0.38	28
CC1(C)Cc2c(C#N)c(N)n(-c3ccccc3)c(=O)c2CO1	0.2	0.43	4
CCOc1cccc(C(=O)NC(=S)Nc2ccccc2)c1	-1.5	-1.4	6
CCOC(=O)Cc1c(C)c2c(C)[nH]nc2oc1=O	1.6	1.8	-50
CCC(C)(C)NC(=O)CN(C(=O)c1snc(C(N)=O)c1N)c1ccc2c(c1)OCCO2	2	1.2	29
C=CCNc1nc(Cl)nc(Nc2ccc(OC)cc2OC)n1	.	.	14
COc1ccccc1OCc1cc(-c2ccccc2)no1	.	.	22
CCOc1ccccc1NC(=O)C1CCCN(S(=O)(=O)c2ccc(OC)c(C)c2)C1 (stereo not drawn)	-0.99	-1.3	-93
CCOc1ccc(C)cc1S(=O)(=O)N1CCCCC1	-0.4	-1.2	-27

A draw from above in order of length of the SMILES, high to low.
SMILES	SDO1 yeast rescue	SDO1 yeast rescue Rescue 24 h	Insulin prom inh
CCC(C)(C)NC(=O)CN(C(=O)c1snc(C(N)=O)c1N)c1ccc2c(c1)OCCO2	2	1.2	29
O=C(CSc1nnc(Cc2ccccc2)n1-c1cccc(Cl)c1)NNC(=O)Cc1ccccc1	0.22	-0.38	28
O=C(C1CCCN(S(=O)(=O)c2ccc(Cl)cc2)C1)N(Cc1cccs1)C1CC1 (stereo not drawn)	-2.6	-2.1	-44
CCOc1ccccc1NC(=O)C1CCCN(S(=O)(=O)c2ccc(OC)c(C)c2)C1 (stereo not drawn)	-0.99	-1.3	-93
Cc1ccc2nc(C3CCCN(C(=S)Nc4cccc(C)c4C)C3)[nH]c2c1 (stereo not drawn)	-0.66	-1.3	-20
CCc1cccc(C)c1NC(=O)c1ccc(CN2CCc3ccccc3C2)cc1	0.39	0.94	41
CN(C)c1nnnn1-c1ccccc1Oc1ncc(C(F)(F)F)cc1Cl	.	.	-100
CC1(C)Cc2c(C#N)c(N)n(-c3ccccc3)c(=O)c2CO1	0.2	0.43	4
CC(C)NC(=O)NC(=O)CSc1nnc(COc2ccccc2Cl)o1	-0.29	-1.1	-29
CN(C(=O)c1ccc(Cl)cc1)C1=CCCCC1CCC#N (stereo not drawn)	0.63	0.87	.
C=CCNc1nc(Cl)nc(Nc2ccc(OC)cc2OC)n1	.	.	14
CCOc1cccc(C(=O)NC(=S)Nc2ccccc2)c1	-1.5	-1.4	6
CC(C)C(=O)Nc1nc2cc3c(cc2s1)OCO3	-0.01	-0.8	.
COc1ccccc1OCc1cc(-c2ccccc2)no1	.	.	22
O=C(NCc1cccnc1)c1ccccn1	-0.44	-0.84	-74

Next part
SMILES	SDO1 yeast rescue	SDO1 yeast rescue Rescue 24 h	Insulin prom inh
Cc1cc(C)c2c(-n3cccc3)c(C(=O)NNS(=O)(=O)c3ccc(Br)cc3)sc2n1	-2.1	-2.2	38
CCOC(=O)c1sc(NC(=O)COC(=O)C(CCSC)NC(C)=O)nc1C (stereo not drawn)	1.2	1.9	.
Cc1cccc(-c2nsc(SCC(=O)Nc3cc(C)on3)n2)c1	-0.26	0.57	.
O=C(CSc1ncn(-c2ccccc2)n1)Nc1nccs1	0.77	1.5	8
O=C(CN(C(=O)CCNC(=O)c1ccco1)c1ccccc1)NC1CCCC1	0.12	0.23	-18
COC(=O)c1ccc(N2CCN(S(=O)(=O)c3ccc(Br)cc3)CC2)c([N+](=O)[O-])c1	-1.1	-1.3	.
O=C(NCCO)c1ccc(CSc2nc3ccccc3[nH]2)cc1	0.41	-0.58	27
COC(=O)c1ccc(COc2ccc(-c3nnn(CC(N)=O)n3)cc2)cc1	.	.	36
CCN(NC(=O)C(O)(c1ccc(F)cc1)c1ccc(F)cc1)C(=O)c1ccccc1	1.1	1.1	.
S=C(NCCc1ccccc1)Nc1ccccc1Cl	0.68	1	-33
Cc1ccc(N=C2N=C(N)c3ccccc32)c(C)c1	-0.14	-0.49	30
O=C(CCNS(=O)(=O)c1ccc(Br)s1)NCc1ccc2c(c1)OCO2	.	.	25
O=C(Nc1ccc(Cl)c(Cl)c1)N1CCSC1c1ccco1 (stereo not drawn)	-1.9	-1.5	.
Cc1nc2cc(NCc3nc4ccccc4n3Cc3ccccc3)ccc2n1C	-0.13	-0.55	.
O=C(NCc1ccc(F)cc1)C1CCCN1C(=O)NCc1ccccc1 (stereo not drawn)	1.3	0.49	.
COc1ccc(NC(=S)N(CCCN2CCOCC2)Cc2cn(C)c3ccccc23)cc1OC	0.09	-1.2	-14
CCOC(=O)C1CCN(C(=O)Nc2ccc3snnc3c2)CC1	0.59	0.67	-235
Cc1ccccc1OCCCN1C(=O)C(=O)c2cccc(C)c21	-1.1	-0.81	.
CCOC(=O)N1CCN(c2cc(NCCC(=O)O)c3c4c(onc24)-c2ccccc2C3=O)CC1	0.03	0.07	.
CCCCc1c(O)nc(SCC(=O)NCCc2ccc(OC)c(OC)c2)[nH]c1=O	0.33	-0.34	3
Cc1ccc2cc3cc(C(=O)NCCC(C)C)oc3nc2c1	-0.35	-0.04	0
CN1C2=NCCN2C(=O)c2ccccc21	-0.24	-0.89	27
CCOc1ncccc1C(=O)Nc1ccc(F)c(F)c1	.	.	58
Cc1ccc(-c2nc(N3CCOCC3)sc2C(=O)N2CCOCC2)cc1	0.74	0.73	-151
CCOc1ccccc1C1N(c2ccc(OC)cc2)C(=O)C2CCCN21 (stereo not drawn)	-0.45	-0.74	.
Cc1ccc2nc(NC(=O)COC(=O)CSc3nc(C)cc(C)n3)sc2c1	-0.63	-1.2	-13
CC(C)(C)C(=O)OCCn1c(=O)c2cc3c(=O)n(CCOC(=O)C(C)(C)C)c(=O)c3cc2c1=O	0.22	0.2	7
CCCCc1nn2c(N)c(/C=C3\C=Nc4ccccc43)c(=O)nc2s1	2	1.4	-67
O=C(NC(=S)N1CCN(c2ccc([N+](=O)[O-])cc2)CC1)c1ccccc1F	-1.4	-1	25
COc1cc(OC)c(NC(=S)NCc2ccc(F)cc2)cc1Cl	.	.	11
Cc1ccc2[nH]c(=O)c(CN(Cc3ccco3)C(=O)c3ccncc3)cc2c1	0.09	-0.05	-21
C=CCN(CC=C)C(=O)c1c(OC)cccc1OC	0.19	-0.04	-57
O=S1(=O)N=C(N(CCO)/N=C/c2ccncc2)c2ccccc21	.	.	9
Cc1nnc(SCC(=O)N2CCc3ccccc3C2)n1-c1ccccc1	0.66	0.07	48
CC1CCCN(C(=O)C2CCCN(S(=O)(=O)c3cccc4nsnc34)C2)C1 (stereo not drawn)	-0.47	-0.05	-27
Cc1ccsc1/C=C(\C#N)C(=O)NCc1ccco1	0.12	0.3	7
O=C(CSc1nnc(NC(=O)C2CCCCC2)s1)NCc1ccco1	.	.	-83
Cn1c(-c2ccc(F)cc2)cnc1SCC(=O)NCc1ccco1	-0.15	0.18	.
CC(C)C(=O)NC(=S)Nc1ccc(CN2CCOCC2)cc1	.	.	6
OCCn1c(-c2ccc(F)cc2)csc1=Nc1ccccc1	-1.2	-0.95	-20
CCc1cccc(C)c1NC(=S)NCc1ccccc1	-0.2	-0.6	-7
O=c1c2sc3nc(N4CCOCC4)c4c(c3c2ncn1CCc1ccccc1)CCCC4	-0.22	-0.01	-10
O=C(Nc1ccc(N2CCN(C(=O)c3ccccc3)CC2)c(Cl)c1)c1ccco1	-0.87	-1.2	-15
O=C(O)c1cn(CCOc2ccccc2Cl)c2ccccc12	.	.	21
c1csc(Cc2nn3c(-c4ccncc4)nnc3s2)c1	-0.14	-0.31	-25
COc1ccc(Cl)c(Cn2c(NCC(C)O)nc3c2c(=O)n(C)c(=O)n3C)c1 (stereo not drawn)	1.4	1.8	-18
COc1ccc(/C=N/NC(=O)Cc2cc(OC)c(OC)cc2[N+](=O)[O-])cc1	0.25	-0.91	.
COCCNC(=O)CCCC(=O)NCCOC	2	1.4	-3
CC1CC(CC(C)C(=O)Nc2nncs2)C(=O)O1 (stereo not drawn)	0.55	0.89	50
CCCc1nnc(NC(=O)Cn2c(=O)sc3ccccc32)s1	-1	-0.76	36

New compounds follow:
SMILES	SDO1 yeast rescue	SDO1 yeast rescue Rescue 24 h	Insulin prom inh
Cc1ccc(-c2csc(=Nc3cccnc3)n2CCCn2ccnc2)cc1C	-0.48	0.22	46
CCn1c(NN)nc2sc3c(c2c1=O)CCC3	-0.11	-0.64	37
COCCNC(=O)c1ccccc1NC(=O)c1ccccc1SC	.	.	-83
Cc1ccc(/C=C/c2nnc(-c3ccccc3)o2)cc1	-0.76	-0.17	.
CCOC(=O)C1CCN(C(=O)COc2ccc(S(=O)(=O)N3CCCC3)cc2C)CC1	.	.	-64
O=S(Cc1ccc(Br)cc1)Cc1nnc(SCc2c(F)cccc2Cl)n1-c1ccccc1 (stereo not drawn)	-1.1	-0.67	-11
O=C1c2ccccc2C(=O)N1CC(=O)N1c2ccccc2CCc2ccccc21	-0.92	-0.65	-8
COc1ccc(-c2nc3scc(-c4ccc(OC)c(OC)c4)c3c(=O)o2)cc1	1.2	3.4	.
O=C(NCc1ccc(Cl)cc1)C(=O)NCC1OCCN1C(=O)c1cccs1 (stereo not drawn)	-0.19	-0.54	.
CCC(=O)NC(=S)Nc1cccc(NC(=O)c2ccccc2Cl)c1	-1.7	-1.4	-21

Only SDO1 yeast rescue (3 entries from above):
smiles,SDO1 yeast rescue
O=S(Cc1ccc(Br)cc1)Cc1nnc(SCc2c(F)cccc2Cl)n1-c1ccccc1 (stereo not drawn),-1.1
O=C1c2ccccc2C(=O)N1CC(=O)N1c2ccccc2CCc2ccccc21,-0.92
COc1ccc(-c2nc3scc(-c4ccc(OC)c(OC)c4)c3c(=O)o2)cc1,1.2

More entries:
SMILES	SDO1 yeast rescue	SDO1 yeast rescue Rescue 24 h	Insulin prom inh
Cc1ccc(-n2c(N)c(C(=O)Nc3ccccc3F)sc2=S)cc1C	.	.	-17
O=C1OCCC1Sc1nnc(-c2ccc3c(c2)OCO3)o1 (stereo not drawn)	.	.	9
CCOc1ccc(-c2nnn(CC(=O)N3CCN(c4ccc(F)cc4)CC3)n2)cc1OCC	-1.1	-1.5	49
CCN=C1SC(C(=O)Nc2cccc(OCC)c2)CC(=O)N1CC (stereo not drawn)	0.69	0.75	-22
Cc1cc(=O)[nH]c2n[nH]c(-c3ccccc3)c12	1.2	0.9	.
CC(C)OC(=O)CSc1nnc(CNc2cccc(Cl)c2)n1C	-0.79	-0.48	48
CCOCC(=O)Nc1nnc(COCC)s1	0.89	0.88	71
C/C(CC(=O)Nc1cc(C)ccn1)=N\NC(=O)C(=O)NC(C)C	.	.	-27
O=C(Nc1cccc2cccnc12)c1ccc2c(c1)OCCO2	-0.77	-0.13	-7
CS(=O)(=O)Nc1cccc(C2=NN(S(=O)(=O)c3ccc(F)cc3)C(c3cccs3)C2)c1 (stereo not drawn)	-0.26	-1.1	.
CCc1nnc(NC(=O)CSc2nnc(COc3ccccc3C)o2)s1	-0.66	1.6	-76
CCOc1ccc(S(=O)(=O)N2CCC(C(N)=O)CC2)c2ccccc12	-0.29	-0.29	-21
c1ccc2c(-c3nnc(SCc4cn5ccccc5n4)o3)c[nH]c2c1	1.9	4.1	-11
Cc1cccc(Nc2nc(N)c([N+](=O)[O-])c(N3CC(C)CC(C)C3)n2)c1 (stereo not drawn)	-1.5	-0.7	-22
CCN(Cc1ccccc1)S(=O)(=O)c1cc(C(=O)NCC2CCCCC2)ccc1OC	-0.63	-1.1	-32
CCOc1ccc(C2=Nn3c(nnc3-c3cccnc3)SC2)cc1	-1.5	-1	-22
CCCC(=O)Nc1ccc(C(=O)n2nnc3ccccc32)cc1	1.1	0.57	-40
COc1ccc(N(CC(=O)N2CCN(c3ccccc3F)CC2)S(=O)(=O)c2c(C)n[nH]c2C)cc1	.	.	-29
CCn1c(COc2ccccc2)nnc1SCc1ccc(C#N)cc1	-1.5	-0.51	-8
O=C(NCc1ccc2c(c1)OCO2)c1ccc(-c2ccc(Cl)cc2)o1	-0.59	-0.32	19
Cc1cc(C)cc(OCc2nnc(SCC(=O)OC3CCCCC3)o2)c1	0.79	0.61	16
Cc1ccc(S(=O)(=O)NCCCn2ccnc2)cc1	0.41	0.1	-8
O=C(c1ccccc1)n1ccn(-c2ccccc2)c1=S	-0.3	0.02	25
Brc1ccc(CSc2nnc(-c3cccnc3)o2)cc1	.	.	33
O=C(CSc1ccc2nnc(-c3cccnc3)n2n1)NCc1ccco1	-0.38	-1.1	.
CC(=O)N1N=C(c2ccc(C(C)(C)C)cc2)OC1(C)C	-0.78	-0.74	.
Fc1ccc(C(c2nnnn2Cc2ccccc2)N2CCSCC2)cc1 (stereo not drawn)	-0.6	-0.08	-11
Cn1c(=O)c(C(=O)COC(=O)c2cc(C(F)(F)F)nc3c(C(F)(F)F)cccc23)c(N)n(CC2CC2)c1=O	-0.2	0.06	-19
CSc1ccc(/C=N/n2nnnc2N)cc1	0.26	0.72	22

Not all compounds are listed, so the mix of outcomes need not match the whole.
